# Screening results deposited in PubChem BioAssay by Broad Institute.
# TcdB GH inh – TcdB glycohydrolase inhibition | P18177 | TcdB glycohydrolase enzymatic assay, plate reader | inhibition, % at 9.99 µM | actives 0.24% (n = 350,000); in the data active means inhibition above about 10%
# Target sequence (P18177 whole entry, looked up): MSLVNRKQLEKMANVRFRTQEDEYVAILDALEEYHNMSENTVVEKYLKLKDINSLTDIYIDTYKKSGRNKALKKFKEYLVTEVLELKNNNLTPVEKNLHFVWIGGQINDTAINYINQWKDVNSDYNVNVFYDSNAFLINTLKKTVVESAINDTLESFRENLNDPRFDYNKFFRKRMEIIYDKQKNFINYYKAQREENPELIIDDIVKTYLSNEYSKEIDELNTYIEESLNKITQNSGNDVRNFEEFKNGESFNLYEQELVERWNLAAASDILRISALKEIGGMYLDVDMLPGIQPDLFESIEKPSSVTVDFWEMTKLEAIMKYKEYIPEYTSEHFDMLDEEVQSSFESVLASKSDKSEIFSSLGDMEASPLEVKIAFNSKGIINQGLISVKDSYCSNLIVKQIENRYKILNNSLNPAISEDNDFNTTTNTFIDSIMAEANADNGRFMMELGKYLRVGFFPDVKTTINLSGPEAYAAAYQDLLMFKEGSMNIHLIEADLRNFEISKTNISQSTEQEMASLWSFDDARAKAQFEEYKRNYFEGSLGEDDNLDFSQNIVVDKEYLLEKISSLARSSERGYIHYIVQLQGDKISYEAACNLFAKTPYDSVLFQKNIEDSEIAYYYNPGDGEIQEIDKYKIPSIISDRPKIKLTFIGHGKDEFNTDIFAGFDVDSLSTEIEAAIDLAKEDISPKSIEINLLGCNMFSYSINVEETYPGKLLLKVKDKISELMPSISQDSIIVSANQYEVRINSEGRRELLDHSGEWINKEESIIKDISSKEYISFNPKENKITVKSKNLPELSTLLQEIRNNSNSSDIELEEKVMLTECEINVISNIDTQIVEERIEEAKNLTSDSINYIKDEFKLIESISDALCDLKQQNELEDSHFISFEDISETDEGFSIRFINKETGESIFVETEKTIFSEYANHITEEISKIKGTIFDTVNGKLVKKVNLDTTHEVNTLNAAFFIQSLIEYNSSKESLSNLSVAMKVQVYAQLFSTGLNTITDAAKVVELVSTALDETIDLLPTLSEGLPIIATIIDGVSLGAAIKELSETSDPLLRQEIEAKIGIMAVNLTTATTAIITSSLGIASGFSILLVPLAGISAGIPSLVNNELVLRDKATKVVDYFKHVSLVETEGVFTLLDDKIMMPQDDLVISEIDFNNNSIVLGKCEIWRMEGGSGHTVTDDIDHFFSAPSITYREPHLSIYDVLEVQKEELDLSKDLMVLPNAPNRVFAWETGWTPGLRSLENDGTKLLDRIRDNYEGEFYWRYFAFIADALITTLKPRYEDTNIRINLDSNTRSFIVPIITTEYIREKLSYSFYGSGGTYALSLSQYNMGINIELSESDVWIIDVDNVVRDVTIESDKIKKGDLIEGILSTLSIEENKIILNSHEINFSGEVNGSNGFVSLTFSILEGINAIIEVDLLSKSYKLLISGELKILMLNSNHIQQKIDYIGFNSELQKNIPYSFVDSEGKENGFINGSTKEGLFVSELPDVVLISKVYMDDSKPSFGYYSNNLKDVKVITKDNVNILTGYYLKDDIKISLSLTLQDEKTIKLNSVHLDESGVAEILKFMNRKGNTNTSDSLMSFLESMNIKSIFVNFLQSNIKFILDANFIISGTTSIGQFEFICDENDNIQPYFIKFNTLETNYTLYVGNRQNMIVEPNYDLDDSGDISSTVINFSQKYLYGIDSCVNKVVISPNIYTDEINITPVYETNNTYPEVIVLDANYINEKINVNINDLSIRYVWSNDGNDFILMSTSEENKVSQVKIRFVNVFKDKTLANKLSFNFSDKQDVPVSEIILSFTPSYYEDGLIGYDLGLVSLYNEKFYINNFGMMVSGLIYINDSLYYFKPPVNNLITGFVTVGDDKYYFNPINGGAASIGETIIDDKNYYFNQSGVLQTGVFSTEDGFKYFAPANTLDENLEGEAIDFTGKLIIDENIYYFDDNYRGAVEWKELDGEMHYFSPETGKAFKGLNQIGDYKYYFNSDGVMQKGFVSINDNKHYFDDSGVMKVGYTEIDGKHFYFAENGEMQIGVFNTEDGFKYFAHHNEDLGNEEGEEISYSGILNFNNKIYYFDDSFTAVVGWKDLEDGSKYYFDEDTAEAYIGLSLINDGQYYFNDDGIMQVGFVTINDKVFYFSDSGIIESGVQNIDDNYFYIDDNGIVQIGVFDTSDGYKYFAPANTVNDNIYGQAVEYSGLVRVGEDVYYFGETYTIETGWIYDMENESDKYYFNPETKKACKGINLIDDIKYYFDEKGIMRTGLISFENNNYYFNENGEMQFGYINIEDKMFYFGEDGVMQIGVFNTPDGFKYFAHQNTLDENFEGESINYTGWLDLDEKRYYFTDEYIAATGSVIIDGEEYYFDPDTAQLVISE
# * = called active by the depositor. Not all compounds are listed; rates above refer to the full screens.
SMILES,TcdB GH inh
O=C(NCC1CCCCC1)[C@@H]1[C@@H](CO)[C@@H]2Cn3c(ccc(-c4ccc(F)cc4)c3=O)[C@H]1N2,-0.9
C[C@@H]1CN([C@H](C)CO)C(=O)c2cccc(NC(=O)c3nc4ccccc4s3)c2O[C@H]1CN(C)C(=O)Nc1ccc2c(c1)OCO2,-0.3
Cc1ccc(S(=O)(=O)N(C)C[C@H]2Oc3ccc(NC(=O)C4CC4)cc3C(=O)N([C@H](C)CO)C[C@@H]2C)cc1,0.8
C[C@H](CO)N1C[C@H](C)[C@@H](CN(C)C(=O)c2ccc(F)cc2)Oc2ncc(-c3ccncc3)cc2C1=O,0.9
Cc1cccc(NC(=O)Nc2ccc3c(c2)C(=O)N(C)[C@H]2CC[C@H](CC(=O)O)O[C@@H]2CO3)c1,0.1
CCC(=O)N(C)C[C@@H]1Oc2ncc(C#CC3(O)CCCC3)cc2C(=O)N([C@H](C)CO)C[C@@H]1C,-0.3
CS(=O)(=O)Nc1ccc2c(c1)[C@H]1C[C@@H](CC(=O)NCc3ccc(Cl)cc3)O[C@@H](CO)[C@H]1O2,1.1
COc1ccc(NC(=O)N[C@H]2CC[C@H](CC(=O)NC3CCC3)O[C@@H]2CO)cc1,-0.7
C[C@H](CO)N1C[C@H](C)[C@H](CN(C)Cc2ccccc2)Oc2ccc(N(C)C)cc2CC1=O,-5.0
CO[C@H]1CN(C)C(=O)c2ccc(NC(C)=O)cc2OC[C@@H](C)N(C(=O)C2CC2)C[C@@H]1C,1.8
O=C(NCC[C@@H]1CC[C@@H](NS(=O)(=O)c2ccc(Oc3ccccc3)cc2)[C@@H](CO)O1)C1CC1,-0.8
Cc1ccc(S(=O)(=O)N[C@@H]2CC[C@@H](CCn3cc(-c4ccccc4F)nn3)O[C@@H]2CO)cc1,0.1
CC(C)C#Cc1ccc2c(c1)O[C@H](CN(C)C(=O)c1cccc(F)c1)[C@@H](C)CN([C@@H](C)CO)S2(=O)=O,0.2
Cc1noc(C)c1S(=O)(=O)Nc1ccc2c(c1)C(=O)N([C@H](C)CO)C[C@@H](C)[C@@H](CN(C)Cc1ccc3c(c1)OCO3)OCCCC[C@H](C)O2,0.0
COc1cccc(NC(=O)N[C@H]2C=C[C@H](CC(=O)Nc3ccc(-c4ccccc4)cc3)O[C@H]2CO)c1,0.1
CCC(=O)Nc1ccc2c(c1)C(=O)N(C)[C@H]1CC[C@H](CC(=O)NCCN3CCCCC3)O[C@@H]1CO2,-2.0
COc1ccc(S(=O)(=O)Nc2ccc3c(c2)C(=O)N([C@H](C)CO)C[C@@H](C)[C@H](CN(C)C(=O)Cc2ccccc2)OCCCC[C@@H](C)O3)cc1,1.0
C[C@H]1CN([C@@H](C)CO)C(=O)Cc2cc(NS(=O)(=O)c3ccc(Cl)cc3)ccc2O[C@@H]1CN(C)Cc1ccncc1,-1.0
O=C(c1cccc(F)c1)N1CCCCN2[C@H](C1)[C@@H](c1ccc(/C=C/c3ccccc3)cc1)[C@@H]2CO,0.1
C[C@@H]1CN([C@H](C)CO)C(=O)c2cc(NC(=O)Nc3ccccc3)ccc2O[C@@H](C)CCCCO[C@H]1CN(C)C(=O)Cc1ccccc1,1.1
C[C@@H]1CN([C@H](C)CO)C(=O)c2cccc(NC(=O)Nc3ccc(C(F)(F)F)cc3)c2O[C@H]1CN(C)S(=O)(=O)c1ccc(F)cc1,0.4
CO[C@@H]1CN(C)C(=O)c2ccc(NC(=O)c3cccnc3)cc2OC[C@@H](C)N(CC2CCCCC2)C[C@H]1C,1.3
CN(C)C(=O)C[C@@H]1C[C@@H]2c3cc(NC(=O)NC4CCCCC4)ccc3O[C@@H]2[C@@H](CO)O1,0.4
C[C@H](CO)N1C[C@H](C)[C@H](CN(C)C(=O)Nc2ccc(F)cc2)Oc2ccc(NC(=O)CCCCCC(=O)Nc3ccccc3N)cc2C1=O,-0.6
Cc1noc(C)c1NC(=O)Nc1cccc2c1O[C@H](CN(C)Cc1ccc(Oc3ccccc3)cc1)[C@@H](C)CN([C@@H](C)CO)C2=O,-1.1

# Another view of some results above:
C[C@H]1CN([C@@H](C)CO)C(=O)Cc2cc(NS(=O)(=O)c3ccc(Cl)cc3)ccc2O[C@@H]1CN(C)Cc1ccncc1
  TcdB GH inh: -1.0
O=C(c1cccc(F)c1)N1CCCCN2[C@H](C1)[C@@H](c1ccc(/C=C/c3ccccc3)cc1)[C@@H]2CO
  TcdB GH inh: 0.1
C[C@@H]1CN([C@H](C)CO)C(=O)c2cc(NC(=O)Nc3ccccc3)ccc2O[C@@H](C)CCCCO[C@H]1CN(C)C(=O)Cc1ccccc1
  TcdB GH inh: 1.1
C[C@@H]1CN([C@H](C)CO)C(=O)c2cccc(NC(=O)Nc3ccc(C(F)(F)F)cc3)c2O[C@H]1CN(C)S(=O)(=O)c1ccc(F)cc1
  TcdB GH inh: 0.4

# The listing picks up with the 5 entries that preceded the break.
SMILES,TcdB GH inh
C[C@@H]1CN([C@H](C)CO)C(=O)c2cccc(NC(=O)Nc3ccc(C(F)(F)F)cc3)c2O[C@H]1CN(C)S(=O)(=O)c1ccc(F)cc1,0.4
CO[C@@H]1CN(C)C(=O)c2ccc(NC(=O)c3cccnc3)cc2OC[C@@H](C)N(CC2CCCCC2)C[C@H]1C,1.3
CN(C)C(=O)C[C@@H]1C[C@@H]2c3cc(NC(=O)NC4CCCCC4)ccc3O[C@@H]2[C@@H](CO)O1,0.4
C[C@H](CO)N1C[C@H](C)[C@H](CN(C)C(=O)Nc2ccc(F)cc2)Oc2ccc(NC(=O)CCCCCC(=O)Nc3ccccc3N)cc2C1=O,-0.6
Cc1noc(C)c1NC(=O)Nc1cccc2c1O[C@H](CN(C)Cc1ccc(Oc3ccccc3)cc1)[C@@H](C)CN([C@@H](C)CO)C2=O,-1.1
COc1ccc(S(=O)(=O)N(C)C[C@@H]2OCCCC[C@@H](C)Oc3ccc(NS(C)(=O)=O)cc3C(=O)N([C@@H](C)CO)C[C@@H]2C)cc1,0.3
C[C@@H]1CN([C@@H](C)CO)C(=O)c2cc(NC(=O)NC3CCCCC3)ccc2O[C@@H](C)CCCCO[C@@H]1CN(C)C(=O)CCCN(C)C,-2.0
C[C@H]1CN([C@@H](C)CO)C(=O)c2cc(NC(=O)CCN3CCOCC3)ccc2O[C@@H]1CN(C)Cc1ccc(Oc2ccccc2)cc1,-1.2
O=C(N[C@H]1CC[C@H](CC(=O)N2CCc3ccccc3C2)O[C@H]1CO)C1CCOCC1,-8.2
CCCC#Cc1cnc2c(c1)C(=O)N([C@@H](C)CO)C[C@H](C)[C@@H](CN(C)C(=O)CCN1CCCCC1)O2,2.0
C[C@@H]1CN([C@@H](C)CO)C(=O)c2cc(NC(=O)NC3CCCCC3)ccc2O[C@@H]1CN(C)Cc1ccncc1,-0.2
COC(=O)[C@H]1[C@H](CO)[C@H]2Cn3c(ccc(-c4ccccc4F)c3=O)[C@@H]1N2Cc1ccccc1,0.6
Cc1noc(C)c1S(=O)(=O)N(C)C[C@@H]1Oc2ccc(NS(=O)(=O)c3ccccc3)cc2CC(=O)N([C@@H](C)CO)C[C@H]1C,-0.4
CCC(=O)N(C)C[C@H]1Oc2ncc(-c3ccc(C#N)cc3)cc2C(=O)N([C@@H](C)CO)C[C@H]1C,0.6
C[C@H]1CN([C@@H](C)CO)C(=O)c2c(c3ccccc3n2C)-c2ccccc2CO[C@@H]1CN(C)Cc1ccc(F)cc1,1.3
C[C@H](CO)N1C[C@H](C)[C@H](CN(C)Cc2ccccc2)Oc2ccc(NC(=O)Nc3cccc4ccccc34)cc2CC1=O,-1.8
C[C@H](CO)N1C[C@H](C)[C@H](CN(C)C)Oc2ccc(NC(=O)Nc3ccc(F)cc3)cc2CC1=O,-0.2
CCC(=O)N1Cc2cc(C(=O)N(C)C)nc(-c3cccc(-c4cncnc4)c3)c2[C@H]1CCO,-4.7
C[C@@H]1CN([C@@H](C)CO)C(=O)Cc2cc(NC(=O)CCCN(C)C)ccc2O[C@H]1CN(C)Cc1ccc(C(=O)Nc2ccccc2N)cc1,-0.5
CCCNC(=O)N1CC2(CN(CC3CCOCC3)C2)c2c([nH]c3cc(OC)ccc23)[C@@H]1CO,-0.5
Cn1cnc(S(=O)(=O)N2CCCCN3[C@H](C2)[C@H](c2ccc(-c4ccccc4F)cc2)[C@@H]3CO)c1,-1.8
COc1ccc(CN(C)C[C@H]2Oc3ccc(NS(=O)(=O)c4ccc(F)cc4)cc3C(=O)N([C@H](C)CO)C[C@@H]2C)cc1,0.2
CCS(=O)(=O)N1CCC2(CC1)CN(Cc1ccc3c(c1)OCO3)[C@@H](CO)c1[nH]c3cc(OC)ccc3c12,-1.5
C[C@@H]1CN([C@@H](C)CO)C(=O)c2cc(-c3ccccc3)cnc2O[C@@H]1CN(C)C(=O)C1CCCCC1,-0.3
CN1C(=O)c2cc(NC(=O)c3ccc(F)cc3)ccc2OC[C@H]2O[C@@H](CC(=O)NCC3CC3)CC[C@@H]21,0.3
C[C@@H]1CN([C@H](C)CO)C(=O)c2cccc(NC(=O)c3nc4ccccc4s3)c2O[C@@H]1CN(C)C(=O)Nc1cccc2ccccc12,-0.3
C/C=C/c1ccc([C@@H]2[C@@H](CO)N[C@@H]2CN(CC)C(=O)c2ccccn2)cc1,0.0
Cc1ccc(S(=O)(=O)N[C@@H]2C=C[C@@H](CC(=O)NCc3ccc(Cl)c(Cl)c3)O[C@@H]2CO)cc1,0.2
Cc1noc(C)c1NC(=O)N[C@@H]1CC[C@@H](CC(=O)NCc2ccc(Cl)c(Cl)c2)O[C@H]1CO,-0.2
CN(C)c1ccc2c(c1)[C@H]1C[C@@H](CC(=O)N3CCc4ccccc4C3)O[C@@H](CO)[C@H]1O2,-41.7
# The list goes on:
SMILES,TcdB GH inh
C[C@H](CO)N1C[C@H](C)[C@@H](CN(C)Cc2ccc3c(c2)OCO3)OCCCC[C@H](C)Oc2ccc(NC(=O)C3CCCCC3)cc2C1=O,0.3
C[C@H](CO)N1C[C@H](C)[C@@H](CN(C)S(=O)(=O)c2cn(C)cn2)Oc2cc(C#Cc3ccc(F)cc3)ccc2S1(=O)=O,0.5
CN(C)C(=O)c1cccc(-c2ccc([C@H]3[C@@H](CO)N4CCCCN(CC5CCOCC5)C[C@@H]34)cc2)c1,0.6
O=C(Cc1ccncc1)N[C@@H]1CC[C@H](CCn2cc(-c3ccccc3F)nn2)O[C@H]1CO,-1.6
O=C(C[C@H]1CC[C@@H]2[C@H](COC[C@H](O)CN2Cc2cc(F)ccc2F)O1)NCc1ccc(F)cc1,-1.4
C[C@@H]1CCCCO[C@H](CN(C)C(=O)Nc2ccc(C(F)(F)F)cc2)[C@@H](C)CN([C@H](C)CO)C(=O)c2cc(NS(=O)(=O)c3ccccc3)ccc2O1,0.0
CCc1cnc(N2[C@H](C#N)[C@@H](c3ccc(-c4cccc(F)c4)cc3)[C@@H]2CO)s1,0.5
C[C@H]1CN([C@@H](C)CO)C(=O)Cc2cc(NC(=O)C3CC3)ccc2O[C@@H]1CN(C)Cc1ccc2c(c1)OCO2,-0.2
COc1ccc(CN(C)C[C@H]2Oc3ccc(NC(=O)Cn4cnnn4)cc3CC(=O)N([C@@H](C)CO)C[C@@H]2C)cc1,1.3
C[C@H]1CCCCO[C@H](CN(C)S(=O)(=O)c2ccc(F)cc2)[C@@H](C)CN([C@@H](C)CO)C(=O)c2cc(NC(=O)c3ccccc3)ccc2O1,0.9
COc1cccc(NC(=O)N(C)C[C@H]2Oc3cc(-c4ccccc4OC)ccc3S(=O)(=O)N([C@@H](C)CO)C[C@@H]2C)c1,-2.1
O=C(O)[C@@H]1[C@@H](CO)[C@@H]2Cn3c(cccc3=O)[C@H]1N2C(=O)c1ccccc1,-1.3
O=C1CN(S(=O)(=O)Cc2ccccc2)C[C@@H]2[C@H](c3ccc(C#Cc4ccc(F)cc4)cc3)[C@@H](CO)N12,0.7
CO[C@H]1CN(C)C(=O)c2cc(NC(=O)C3CCCC3)ccc2OC[C@H](C)N(C)C[C@@H]1C,-0.3
C[C@H](CO)N1C[C@H](C)[C@H](CN(C)C(=O)c2ccc(F)cc2)Oc2ncc(C#C[C@@H](C)O)cc2C1=O,-1.0
CC(C)CC#Cc1ccc2c(c1)O[C@H](CN(C)C(=O)c1cccnc1)[C@@H](C)CN([C@@H](C)CO)S2(=O)=O,1.2
CCC(=O)N1C[C@H](C)[C@H](OC)CN(C)C(=O)c2cc(NC(=O)c3cnccn3)ccc2OC[C@H]1C,1.5
C[C@@H]1CN([C@@H](C)CO)C(=O)c2cc(C3=CCCC3)cnc2O[C@@H]1CN(C)Cc1ccc(F)cc1,-6.6
C[C@@H]1CN([C@H](C)CO)C(=O)Cc2cc(NC(=O)Cn3cnnn3)ccc2O[C@H]1CN(C)CC1CC1,-0.9
O=C(NC1CCCC1)[C@@H]1[C@@H](CO)[C@@H]2Cn3c(ccc(-c4ccccc4F)c3=O)[C@H]1N2C(=O)CC1CC1,-0.1
COc1ccc(CN(C)C[C@@H]2OCCCC[C@@H](C)Oc3ccc(NS(=O)(=O)c4ccc(Cl)cc4)cc3C(=O)N([C@@H](C)CO)C[C@H]2C)cc1,0.1
Cc1noc(C)c1NC(=O)N(C)C[C@H]1Oc2ccc(NC(=O)Nc3ccc(F)cc3)cc2C(=O)N([C@@H](C)CO)C[C@@H]1C,0.0
CCC(=O)N1C[C@@H](C)[C@@H](OC)CN(C)C(=O)c2ccc(NC(=O)c3ccccc3)cc2OC[C@H]1C,-0.1
C[C@@H]1CCCCO[C@H](CN(C)C(=O)Nc2ccc(F)cc2)[C@H](C)CN([C@@H](C)CO)C(=O)c2cc(N(C)C)ccc2O1,-11.8
C[C@@H]1CCCCO[C@@H](CN(C)S(=O)(=O)c2ccccc2)[C@@H](C)CN([C@H](C)CO)C(=O)c2cc(NC(=O)NC3CCCCC3)ccc2O1,0.6
CCCNC(=O)N1C[C@@H](C)[C@H](OC)CN(C)C(=O)c2ccc(NC(=O)CCC)cc2OC[C@@H]1C,0.5
CCCNC(=O)N(C)C[C@@H]1Oc2ncc(-c3ccccc3)cc2C(=O)N([C@@H](C)CO)C[C@H]1C,0.0
COc1ccc(NC(=O)N2C[C@@H]3N[C@H](C2)C3c2ccc(-c3cccc(F)c3)cc2)cc1 (some centres undefined),-0.1
C[C@@H]1CN([C@H](C)CO)C(=O)c2cc(NC(=O)c3ccncc3)ccc2O[C@H]1CN(C)C(=O)Nc1ccccc1,-0.2
